# Bioassay records (PubChem BioAssay)
# Mdm2 ligase inh: MDM2-luciferase reporter signal enhancers, primary screen, MDM2 E3 ligase inhibitor project, cell-based, luminescence, 1536-well | signal enhancement, % at 5 µM | actives 0.11% (n = 210,000) | cell-based MDM2 ubiquitination luciferase reporter, 2 h; 0 = plate control, 100 = twice control, blank-subtracted | E3 ubiquitin-protein ligase Mdm2 (Homo sapiens), Q00987;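 active means signal enhancement of 30% or more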;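 further: luminescence tracks abundance of the self-degrading MDM2-luciferase fusion protein; higher signal means inhibition of MDM2 E3 ligase activity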
#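 Timing – 2 h compound exposure at 37 °C · Assay system – mammalian cells stably expressing self-ubiquitinating, self-degrading MDM2 E3–luciferase fusion · Amount – 2000 cells seeded into each well · Measure – % luminescence enhancement versus blank-corrected plate control mean · Measured by – SteadyLite luminescence, 15 min reagent step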
# TRPN1 ag: zebrafish TRPN1 channel agonists, primary screen, cell-based, HEK293, calcium fluorescence. transient receptor potential cation channel N1 (TRPN1/NompC), Danio rerio. HEK293 zebrafish TRPN1-YFP, Fluo-8 calcium fluorescence; 100% = response to 87 µM carbachol. activation, % at 3 µM. actives 0.18% (n = 220,000). AID 1424, 2008;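 active means activation above its plate's cutoff, the mean activation of test wells on that plate plus 3 SD, cut at about 19% in these data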;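 further: 0% = DMSO alone and 100% = 87 µM carbachol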
#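 Material: zebrafish TRPN1-YFP in HEK293 cells; Doses: single test compound dose, 3 µM nominal, 0.3% DMSO; Timing: dye loading 1 h at 37 °C, then 30 min room temperature; Technique: intracellular calcium fluorescence with Fluo-8; Benchmarks: high carbachol 87 µM, low DMSO alone.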
# EBV gp42 block: Epstein-Barr virus gp42 inhibitors, primary screen, biochemical, uHTS, fluorescence polarization; actives 0.42% (n = 220,000); Fluorescence polarization binding assay, mP read-out; inhibition, % (tested at 21.74 µM); in the data active means inhibition above about 50%
# Target sequence (Q1HVG2 whole entry, looked up): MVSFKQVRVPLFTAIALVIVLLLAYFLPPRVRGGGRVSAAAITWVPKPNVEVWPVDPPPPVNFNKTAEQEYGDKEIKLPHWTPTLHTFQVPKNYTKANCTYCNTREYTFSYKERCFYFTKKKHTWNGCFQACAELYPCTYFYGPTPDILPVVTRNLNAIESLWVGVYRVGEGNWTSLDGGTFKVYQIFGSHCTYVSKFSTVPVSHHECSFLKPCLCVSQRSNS
# NCF1 inh: p47phox/p22phox peptide binding inhibitors, primary screen, biochemical, uHTS, NADPH oxidase regulatory subunit; Neutrophil cytosol factor 1 (Homo sapiens), P14598; fluorescence polarization, 2 h; inhibition, % at 24.7 µM; actives 0.53% (n = 220,000); AID 1274, 2008;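 active means inhibition above about 30%, limit read from the data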;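 further: 0% = p47phox with labelled peptide and 100% = labelled peptide alone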
# TNF death inh: inhibitors of TNF-alpha triggered necroptosis, primary screen, cell-based, Jurkat FADD-/-, single concentration. Jurkat FADD-/- TNF necroptosis rescue, ATP luminescence, 24 h; 0 = TNF only, 100 = no-TNF cells. activation (protection from cell death), % at 10 µM. actives 0.068% (n = 220,000). AID 463075, 2010;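 active means activation, meaning protection from cell death, of at least 50% relative to plate controls; inactive means activation below 50%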;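 further: necroptosis triggered by 40 ng/mL TNF-alpha added together with compound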
# PPC-1+TRAIL kill: compounds killing PPC-1 cancer cells with TRAIL present, primary screen, TRAIL potentiator project, ATPLite luminescence, uHTS. PPC-1 cells + TRAIL, ATPLite viability luminescence. cell killing (% activity), % at 4 µM. actives 0.41% (n = 220,000). AID 1443, 2008;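 active means cell killing above 50% in the first pass at 4 µM, then a duplicate retest at 5 µM averaging 50% or more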;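 further: plate controls were cells with TRAIL plus DMSO for no effect and medium-only wells lacking cells for full effect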
# CHOP inh: inhibitors of CHOP promoter induction, primary screen, cell-based, unfolded protein response, luciferase reporter | CHO-K1 CHOP-promoter luciferase, tunicamycin-induced, 15-18 h | inhibition, % at 10 µM | actives 3.8% (n = 220,000) | AID 2732, 2010;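 active means compounds that reduced the stress-induced luciferase reporter signal by more than about 70% of percent inhibition, limit read from the data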;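 further: 0% = tunicamycin plus vehicle and 100% = wells without tunicamycin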
# TRPML3 agonist: human TRPML3 channel agonists, primary screen, cell-based, HEK293 TRPML3-YFP, Fluo-8 calcium fluorescence, 3 µM; Mucolipin-3 (Homo sapiens), Q8TDD5; AID 1448, 2008; activation, % at 3 µM; actives 0.29% (n = 220,000); 100% = the carbachol control signal;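 active means activation above its plate's cutoff, the mean activation of the plate's test wells plus 3 SD, cut at about 12% in these data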;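 further: 0% = DMSO only wells and 100% = carbachol wells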
# Target sequence (Q8TDD5 whole entry, looked up): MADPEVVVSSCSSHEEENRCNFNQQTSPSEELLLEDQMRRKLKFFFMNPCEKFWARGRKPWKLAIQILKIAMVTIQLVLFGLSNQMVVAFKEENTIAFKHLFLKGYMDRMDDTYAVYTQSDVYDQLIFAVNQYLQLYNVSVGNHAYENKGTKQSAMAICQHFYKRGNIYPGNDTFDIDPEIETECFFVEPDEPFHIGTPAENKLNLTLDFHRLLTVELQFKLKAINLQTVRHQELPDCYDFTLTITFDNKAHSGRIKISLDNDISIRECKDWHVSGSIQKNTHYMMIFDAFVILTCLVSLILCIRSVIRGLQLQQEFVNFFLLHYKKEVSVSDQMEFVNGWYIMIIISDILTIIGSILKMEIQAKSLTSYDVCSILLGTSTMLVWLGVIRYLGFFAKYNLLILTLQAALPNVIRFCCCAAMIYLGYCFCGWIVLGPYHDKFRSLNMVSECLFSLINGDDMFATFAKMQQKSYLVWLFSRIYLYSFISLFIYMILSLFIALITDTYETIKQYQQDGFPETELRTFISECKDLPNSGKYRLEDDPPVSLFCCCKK
#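 Test system: TRPML3-YFP stable HEK293 cells. Doses: single point at 3 µM. Incubation: dye loading 1 h 37 °C then 30 min ambient, 125 s read. Signal: Fluo-8 calcium dye fluorescence, ex 470-495, em 515-575 nm. Measure: percent activation from peak-to-basal fluorescence ratio, scaled between DMSO and carbachol.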
# Runt-SMMHC FRET: inhibitors of RUNX1 Runt–CBFb-SMMHC binding, primary screen, biochemical, FRET, Cerulean-Runt, Venus-CBFb-SMMHC, uHTS. actives 0.74% (n = 220,000). Runt-related transcription factor 1 (Homo sapiens) + Core-binding factor subunit beta …. inhibition, % at 20 µM. Cerulean-Runt/Venus-CBFb-SMMHC FRET ratio 530/480, 1 h;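 active means mean inhibition across duplicate retests at 20 µM reaching about 50%, limit read from the data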;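 further: 0% = DMSO wells and 100% = wells with excess untagged CBFb-SMMHC; inhibitors lower the FRET ratio by blocking Runt binding to CBFb-SMMHC; some results filed as inactive read as strong as hits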
# The depositor's hits bear a star; . = no result given. The order is random; about 5.9% have a hit in one of these screens.
# The line under a structure holds: Mdm2 ligase inh	TRPN1 ag	EBV gp42 block	NCF1 inh	TNF death inh	PPC-1+TRAIL kill	CHOP inh	TRPML3 agonist	Runt-SMMHC FRET
> CC(C)(C)c1cc(NCc2ccccn2)n2ncc(-c3ccccc3)c2n1
→ -13	0.4	-4	-10	4.7	20	-39	1.2	0
> Cc1cc(=O)[nH]c(SCC(=O)Nc2ccc(F)cc2)c1C#N
→ -23	2.5	-8	-3	0.1	-6	-16	1.8	1
> CC(C)NC(=S)Nc1ccc(Oc2ccccc2)cc1
→ -9	-1.0	-9	-10	-3.3	14	13	0.8	-1
> O=C(Nc1cc(C(F)(F)F)ccc1Cl)C(=O)N1CCCCC1
→ -11	-1.1	1	-11	11	13	24	-0.2	2
> Cc1sc(NC(=O)Cc2ccc3c(c2)OCO3)nc1-c1ccc2c(c1)CCN2C(=O)c1ccc(F)cc1
→ 9	0.4	-4	-26	1.4	-19	57	0.8	5
> CCOCCCn1c(=NC(=O)c2ccco2)c(C(=O)OCC)cc2c(=O)n3cccc(C)c3nc21
→ -15	-0.1	-6	0	-5.2	10	-12	0.7	81*
> O=C(/C=C/c1ccccc1[N+](=O)[O-])c1ccccc1Br
→ 0	-2.9	1	-12	15	-2	-50	-0.1	-2
> c1csc(-c2nc3c4ccccc4c4ccccc4c3[nH]2)c1
→ -2	2.5	12	-25	-2.5	36	14	0.0	-1
> O=C(Cc1c(F)cccc1Cl)N1CCN(C(=O)c2ccco2)CC1
→ -20	-1.8	1	-13	0.5	-10	14	0.0	2
> NC(=O)SCC(=O)Nc1ccc(Cl)c(Cl)c1
→ -8	0.2	-7	-8	-14	3	34	0.3	18
> Cc1ccnc(NC(=O)C2COc3ccccc3O2)c1 (centres undefined)
→ -8	-1.3	-4	-3	16	19	11	-0.2	4
> N=c1sccn1CC(=O)N1CCc2ccccc21
→ -16	0.4	-20	-5	2.2	4	12	0.8	0
> O=C(O)C1CCCCC1C(=O)Nc1ccc(Cl)cc1 (centres undefined)
→ 7	-0.7	-17	-17	-1.0	34	34	-0.2	-4
> Cc1cc(C(F)(F)F)nc2c(Cl)c(C(C)(C)C)nn12
→ -8	-0.9	-10	-10	1.3	11	-2	-0.5	-2
> O=[N+]([O-])c1ccc(-c2ccc(/C=N/c3c(-c4ccco4)nc4ccccn34)o2)cc1
→ -33	-0.3	25	23	-5.7	-37	69	0.5	-34
> CC(C)Oc1ccc(N2CC(C(=O)Nc3ccc4c(c3)OCO4)CC2=O)cc1 (centres undefined)
→ -1	2.3	-23	-12	-0.5	-16	28	0.6	0
> O=C(Nc1ccc(F)cc1F)N1CCCCC1c1cccnc1 (centres undefined)
→ 11	0.6	-10	-10	-0.2	10	25	0.1	3
> COc1ccc(S(=O)(=O)N2CCCCC2)cc1Br
→ -4	0.0	-1	-12	0.2	47	46	9.2	3
> O=C(CN(C1CCCCC1)S(=O)(=O)c1ccc(Br)cc1)NCc1cccnc1
→ -19	-1.3	-4	10	0.6	9	28	0.6	-3
> Cc1ccc(-c2nnc(-c3cccc(NC(=O)c4cccs4)c3)o2)cc1
→ 18	0.7	-21	-16	-5.2	18	47	-0.4	-1
> CC(C)C[C@H](NC(=O)c1[nH]cnc1C(=O)Nc1ccccc1)C(=O)OC(C)(C)C
→ 0	.	0	-9	2.0	19	106*	.	4
> COC(=O)CSc1nc(C)c(C)c(C)c1C(N)=O
→ 1	1.1	2	-5	-1.0	11	0	0.6	0
> NS(=O)(=O)c1ccc(NC(=S)Nc2ccc(S(=O)(=O)N3CCCC3)cc2)cc1
→ -1	0.4	-12	-19	-0.3	12	13	1.0	-3
> CCOC(=O)/C(C#N)=C1/C(=O)N(Cc2ccccc2)c2ccccc21
→ -10	-0.7	12	6	-0.5	10	63	0.6	-1
> CCCCCCNC(=O)CSc1nccn1Cc1ccccc1
→ -29	-1.6	-10	-9	1.0	-21	33	-0.2	2
> N#Cc1c(SCC(=O)O)nc(-c2ccccc2)c2c1CCCC2
→ -20	0.0	-8	-7	0.1	-11	47	0.7	0
> O=[N+]([O-])c1cccc(COc2ncnc3cc([N+](=O)[O-])ccc23)c1
→ -3	-2.4	-17	4	7.0	3	14	0.2	3
> CC1(C)CN(c2ccc(CC#N)cc2)C1=O
→ -8	0.1	6	4	1.9	-1	8	0.8	-3
> CN(C)C(=O)c1cn(N(C)c2ncc(C(F)(F)F)cc2Cl)c(=O)c2ccccc12
→ -9	1.4	-18	5	-2.7	24	-13	0.5	1
> COc1ccc(-c2nnc(N(C)C(=O)c3ccno3)s2)cc1
→ -5	-0.4	4	-8	-2.9	3	-10	0.6	0

# Following part.
# The line under a structure holds: Mdm2 ligase inh	TRPN1 ag	EBV gp42 block	NCF1 inh	TNF death inh	PPC-1+TRAIL kill	CHOP inh	TRPML3 agonist	Runt-SMMHC FRET
> Cc1cc(Oc2ccccc2)nc(N)n1
→ -5	-0.8	-24	-7	-2.0	17	27	-0.1	0
> CC1CCCCN1S(=O)(=O)c1ccc(NC(=O)c2cccc(-n3cnnn3)c2)cc1 (centres undefined)
→ -16	3.1	6	-12	2.0	10	59	0.9	0
> Cc1[nH]c(=O)[nH]c(=O)c1S(=O)(=O)N1CCOCC1
→ -1	-0.6	-24	-2	0.9	-3	-2	0.7	-6
> CCN1CCCC1CNc1ncnc2c1[nH]c1ccc(F)cc12 (centres undefined)
→ -14	1.2	-7	-13	3.8	10	-9	-0.8	4
> CS(=O)(=O)c1ccc2nc(NC(=O)c3ccc(NS(=O)(=O)c4ccc(F)c(F)c4)cc3)sc2c1
→ .	0.0	-69	-20	-1.3	12	7	0.3	-18
> COC(=O)C1CCN(C(=O)COc2cc3sc(C)nc3c3sccc23)CC1
→ 6	0.5	-13	-7	-0.6	5	7	-0.3	-2
> CC1(C)Cc2ccccc2C(NNC(=O)c2ccccc2)=N1
→ -20	0.1	-10	-2	0.2	-4	-5	0.6	0
> COc1ccc(N=C2SC(CC(=O)Nc3ccccc3)C(=O)N2Cc2ccco2)cc1 (centres undefined)
→ -14	0.4	0	-4	9.3	-15	45	0.8	5
> COc1cc(C(=O)OCC(=O)Nc2cc(C)on2)c([N+](=O)[O-])cc1OC
→ -1	-1.4	-2	-9	-0.3	-13	13	-0.3	-2
> COc1ccc(/C=C/C(=O)c2ccccc2O)cc1
→ .	1.4	2	5	-1.5	23	-42	0.0	0
> Cc1ccc(C(=O)N/C(=C/c2ccco2)C(=O)NCCc2c[nH]c3ccccc23)cc1C
→ 0	-1.6	-15	-7	-7.4	30	28	-1.4	-2
> COc1ccc(N2CCN(C(=O)CSc3nnc4c(C)cc5ccccc5n34)CC2)cc1
→ -9	2.8	-3	-2	-0.1	-1	23	0.7	-6
> CCn1c(SCC(=O)N/N=C/c2ccncc2)nc2ccccc21
→ -16	0.7	-12	4	1.0	16	25	0.2	-6
> O=C(CCc1ccccc1)NNC(=O)c1ccco1
→ -11	1.5	-16	-135	-2.8	25	40	0.1	0
> COc1ccc(C2C=C(c3ccc(C)cc3)Nc3ncnn32)cc1 (centres undefined)
→ -8	-1.4	38	1	-1.8	18	-10	-0.2	29
> CN(C)S(=O)(=O)N1CCC(C(=O)O)(c2ccccc2)CC1
→ 0	0.3	-5	-7	-0.8	6	21	-0.1	-5
> Cc1cc(C)c2c(c1)cc(C)c1nnc(SCC(=O)N3CCCc4ccccc43)n12
→ -8	0.4	-13	2	-2.9	-2	16	0.6	2
> Nc1nnc(Cc2ccccc2)s1
→ -27	-0.1	-5	-2	0.7	6	4	1.1	2
> COC(=O)C1C(=O)c2c([nH]c(C(=O)OC3CCCC3C)c2C)CC1C (centres undefined)
→ -1	2.9	6	-5	-2.7	21	50	-0.1	-1
> CCC(=O)NCc1c(C)c(C)n(Cc2ccccc2)c1-n1cccc1
→ -8	-3.0	0	-5	0.0	7	29	-0.4	-3
> CCOc1ccc(N2CC(C(=O)NCCN3C(=O)S/C(=C\c4ccc(OC)cc4)C3=O)CC2=O)cc1 (centres undefined)
→ -10	2.0	-14	-12	0.8	-4	16	1.1	-2
> CC1(C)Cc2cccc(OCC(=O)N3CCN(S(=O)(=O)c4ccc(F)cc4)CC3)c2O1
→ 17	1.2	-9	-12	-1.2	6	11	-0.4	-3
> Fc1ccc(/C=C2\CCCC3=C2Nc2ncnn2C3c2ccc(F)cc2)cc1 (centres undefined)
→ -6	1.8	-14	-7	-9.9	14	-10	1.5	2
> CCN(C(=S)Nc1cc(S(=O)(=O)N2CCOCC2)ccc1Cl)c1cccc2ccccc12
→ -9	2.1	5	-16	1.8	41	10	0.3	24
